proCasp7 act: counter-screen for procaspase-3 activators: activators of human procaspase-7. P55210. recombinant procaspase-7, Ac-DEVD-pNA absorbance 405 nm; D23A/D198A/D206A triple mutant, cannot self-cleave; scale: DMSO 0, 5 µM enzyme 100. activation, % at 8.5 µM. 330,000 tested, 0.093% active. AID 463210;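 active = percent activation above the screen-wide mean plus 3 SD, cut at about 25% in these data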
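signal = Epi-absorbance of released pNA at 405 nm, two timepoints | assay system = Uncleavable procaspase-7 mutant enzyme | reagent = Ac-DEVD-pNA substrate, 400 µM as added | times = 1 h enzyme–compound preincubation and 2 h substrate reaction, both 25 °C | benchmarks = low DMSO alone, high DMSO plus 5 µM PC-7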
EBNA-1 inhibitor: blocks EBNA-1 binding to DNA; EBNA-1 DNA binding, fluorescence polarization; inhibition, % at 14.8 µM; 300,000 tested, 0.34% active; in the data active = inhibition above about 28%
RPL19A-GFP yeast: alters RPL19A-GFP fluorescence in TOR pathway yeast screen. S. cerevisiae RPL19A-GFP strain, flow cytometry, 3 h; stronger effect = lower value. 330,000 tested, 0.3% active. percent response vs DMSO, % at 10 µM;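 active = percent response vs DMSO below 50%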;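 also: median channel GFP fluorescence of the barcoded RPL19A-GFP strain; ratio of sample median GFP to plate DMSO average so 100% = DMSO; lower means less RPL19A-GFP as with rapamycin TOR inhibition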
AHR act: human AHR activation; P35869; AHR-responsive luciferase reporter cells, luminescence; activation, % at 5 µM; 320,000 tested, 2.5% active; AID 2796; in the data active = activation above about 47%;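 also: 0% = vehicle wells and 100% = reference agonist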
LAP4 TOR yeast: modulators of TOR pathway LAP4-GFP in S. cerevisiae; S. cerevisiae LAP4-GFP multiplex, flow cytometry GFP, 3 h; median GFP as percent of DMSO wells; GFP response vs DMSO, % at 10 µM; 320,000 tested, 0.34% active;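 active = GFP response vs DMSO above a set limit, about the screen mean plus 3 SD, cut at about 150% in these data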
MEP2 TOR yeast: alters MEP2-GFP fluorescence in TOR pathway yeast screen. S. cerevisiae MEP2-GFP strain, flow cytometry GFP, 3 h; 100% = DMSO control level. GFP response vs DMSO, % at 10 µM. 330,000 tested, 0.51% active. AID 2016;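 active = GFP response versus DMSO above a set limit, roughly screen mean plus 3 SD, cut at about 180% in these data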;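 also: median GFP fluorescence of the barcode-gated MEP2-GFP cells per well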
proCasp3 act: procaspase-3 (human) activation; P42574; recombinant procaspase-3 D3A, Ac-DEVD-pNA absorbance 405 nm; activation, % at 8.5 µM; 330,000 tested, 0.11% active; AID 463141;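 active = activation above the mean of all tested compounds plus 3 SD, cut at about 21% in these data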;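 also: 0% = DMSO alone and 100% = DMSO wells spiked with extra 5 µM PC-3 D3A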
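Compound: 8.5 µM single point, 0.8% DMSO / Material: Autoprocessing-dead procaspase-3 D3A mutant enzyme / Timing: 1 h preincubation plus 2 h reaction at 25 °C / Medium: Zinc-free HEPES/NaCl buffer with 0.01% Triton X-100 at pH 7.4 / Technique: 405 nm absorbance of p-nitroaniline, reads at 0 and 120 min / Repeats: one well per compound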
ZTA DNA inh: counter-screen for EBNA-1 inhibitors: inhibitors of Epstein-Barr virus ZTA; 320,000 tested, 0.15% active; P03206; inhibition, % at 11 µM; ZTA-DNA binding, fluorescence polarization; in the data active = inhibition above about 33%
* marks the source's active call; other numbers are inactive results; x = no result given; & = joins results of further samples.

#	Structure	EBNA-1 inhibitor	proCasp7 act	AHR act	ZTA DNA inh	LAP4 TOR yeast	MEP2 TOR yeast	proCasp3 act	RPL19A-GFP yeast
1	Cc1cccc2sc(N(CCCN(C)C)C(=O)CN3C(=O)c4ccccc4C3=O)nc12	1	8	0	-11	106	106	2	97
2	CCOc1ccc(C(F)(F)F)cc1NC(=O)COc1ccc(C(F)(F)F)cc1[N+](=O)[O-]	-2	8	16	7	92	98	5	103
3	O=S(=O)(NCC(c1ccco1)N1CCN(c2ccccc2F)CC1)c1ccccc1 (stereo not given)	-9	4	1	-12	92	103	-2	98
4	C=CCN(C(=O)CCC(=O)Nc1cc(C)on1)C(C(=O)NC1CCCC1)c1ccc(OC)c(OC)c1 (stereo not given)	10	-6	-1	-5	107	113	1	90
5	N#Cc1c(Nc2ccccc2)c(C=NCCN2CCOCC2)c[nH]c1=O	9	-6	0	-1	93	97	-1	96
6	CC1CC(C)CN(C(=O)COC(=O)c2ccc3c(c2)OCO3)C1 (stereo not given)	x	5	0	5	102	104	2	101
7	Cc1nc(SCC(=O)Nc2cc(C)on2)c2c3c(sc2n1)CCCC3	0	-3	1	-16	96	97	4	96
8	Cc1cc(C(=O)Nc2nnc(C(F)(F)F)s2)no1	9	2	2	3	121	108	4	109
9	CC1CCN(C(=O)CSc2nnc(Cc3ccccc3)o2)CC1	2	-2	-2	9	103	107	1	99
10	Cc1ccccc1CN1CCN(CC(=O)NCc2ccccc2)C1=O	-2	-4	9	15	98	102	5	101
11	CC12CCC(C/C1=N/OC(=O)c1cccc([N+](=O)[O-])c1)C2(C)C (stereo not given)	-1	9	-2	-19	137	100	-1	102
12	CCc1cccc(CC)c1NC(=S)N1CCn2cccc2C1c1ccncc1 (stereo not given)	6	-5	0	18	99	97	3	94
13	COc1ccccc1NS(=O)(=O)c1ccc(NC(=O)c2ccncc2)cc1	7	-5	25	14	104	97	2	94
14	COc1ccc(OC)c(S(=O)(=O)N2CCCCC2C(=O)N2CCN(c3ccccn3)CC2)c1 (stereo not given)	-19	-2	6	-9	97	103	-8	103
15	O=C(CSc1ccc2nnc(-c3cccs3)n2n1)N1CCCC1	8	2	0	2	99	99	8	102
16	CC(=O)Nc1ccc(S(=O)(=O)N(c2cccnc2)S(=O)(=O)c2ccc(NC(C)=O)cc2)cc1	6	13	0	-20	96	101	0	98
17	COc1ccc([C@H]2CC(=O)C=C(c3ccc(-c4ccccc4)c(F)c3)C2)cc1	x	8	-1	-9	98	97	11	92
18	O=C(CN1CCN(Cc2ccc(F)cc2Cl)CC1)NCc1ccccc1	-2	-9	-4	-6	94	106	10	108
19	O=C1C2C(C(=O)N1c1ccncc1)C1C=CC2C12CC2 (stereo not given)	5	12	-3	4	92	93	5	90
20	COc1cc(OC)cc(C(=O)N2CCN(c3ccccc3F)CC2)c1	5	9	-2	4	94	106	-4	107

The final two entries of the section above are carried over, then new ones follow:
#	Structure	EBNA-1 inhibitor	proCasp7 act	AHR act	ZTA DNA inh	LAP4 TOR yeast	MEP2 TOR yeast	proCasp3 act	RPL19A-GFP yeast
19	O=C1C2C(C(=O)N1c1ccncc1)C1C=CC2C12CC2 (stereo not given)	5	12	-3	4	92	93	5	90
20	COc1cc(OC)cc(C(=O)N2CCN(c3ccccc3F)CC2)c1	5	9	-2	4	94	106	-4	107
21	COc1ccc2c(c1)c(C(C)=O)c(C)n2-c1ccccc1	-14	-3	4	2	80	93	5	113
22	Cc1ccc(-c2nnc(CSc3nc(C(C)C)nc4sc(C)c(C)c34)o2)cc1	8	-8	0	19	87	88	0	92
23	O=C(NCCC1CCCCN1S(=O)(=O)c1ccc(Cl)cc1)C(=O)NCc1ccco1 (stereo not given)	7	-9	4	-2	105	91	-6	93
24	CCN(CC(=O)Nc1ccc(NC(C)=O)cc1)C(=O)c1cc2c(s1)CCCCC2	x	10	2	-13	95	100	0	98
25	CCOC(=O)c1c(C)[nH]c(N=Nc2ccccc2Cl)c1C	1	-4	15	-10	101	97	-14	97
26	COc1ccc(N(CC(=O)Nc2cc(C)ccc2C)S(=O)(=O)c2ccccc2[N+](=O)[O-])c(OC)c1	-10	0	3	1	91	93	-4	88
27	O=C(NCc1ccc(F)cc1)C(c1ccccc1)N(CC1CCCO1)C(=O)Cn1nnc2ccccc21 (stereo not given)	4	0	2	10	105	98	5	96
28	Cc1ccc(Cl)cc1NC(=O)COC(=O)C12CC3CC(CC(C3)C1)C2	4&5	8&7	-1&2	-2&-2	94&101	94&98	-1&10	96&96
29	COC(=O)C1C(c2ccccc2)NC(=O)NC1(O)C(F)(F)Cl (stereo not given)	7	0	1	4	109	112	-1	104
30	O=C1CC(C(=O)N2CCN(c3ccccc3)CC2)CN1Cc1ccccc1 (stereo not given)	x	-1	0	x	91	97	8	93
31	CCC(C)(C)C1CCC2(CC1)NC(=S)N(c1ccccc1)N2 (stereo not given)	-2	-3	1	1	116	97	-4	103
32	CCn1c(O)c(C#N)c(C)cc1=O	0	-3	1	4	104	102	-8	94
33	COc1ccc(C(C#N)=C2C=CC(=NO)C=C2)cc1	-6	-25	2	-5	134	93	-25	65
34	CCc1ccc(-c2ccc(C(=O)C(F)(F)F)[nH]2)cc1	17	11	5	13	101	105	7	100
35	O=C(NCCc1ccccc1)C1CCC(Cn2c(=O)c3ccccc3n(Cc3cccnc3)c2=O)CC1 (stereo not given)	1	-7	19	-7	101	100	3	111
36	Nc1ccc(C(=O)OCC(=O)N2c3ccccc3Sc3ccccc32)cc1[N+](=O)[O-]	-9	-6	4	-1	99	94	1	98
37	O=C(COC(=O)CC(c1ccccc1)c1ccccc1)Nc1c(F)cccc1F	-2	0	16	2	95	102	1	102
38	O=C(O)C1C2C=CC(O2)C1C(=O)NC1CCCc2ccccc21 (stereo not given)	2	0	1	-4	107	104	8	94
39	CCC1Oc2ccc(C)cc2N(CC(=O)N2CCCC2)C1=O (stereo not given)	0	-2	6	-13	85	105	-5	103
40	N#C/C(=C/c1ccc(-c2ccccc2[N+](=O)[O-])o1)C(N)=O	2	9	5	-4	97	100	7	94
41	O=C1/C(=C/c2cccnc2)Sc2ccccc21	-2	-7	10	5	91	92	1	86
42	CCn1ccnc1CNC(=O)CC1C(=O)NCCN1Cc1ccccc1F (stereo not given)	-5	12	-1	4	101	106	-1	98
43	O=C1CN(C(=O)COC(=O)CCc2ccccc2)c2ccccc2N1	x	-8	0	x	99	102	2	96
44	N#C/C(=C/c1ccncc1)c1nc2ccccc2s1	1	-7	17	2	85	96	-9	110
45	Cc1ccc(NC(=O)OCc2cc(-c3ccccc3)on2)cc1	-9	2	8	-8	103	106	10	109
46	COc1ccccc1NC(=O)N1CCCC(CNC(=O)c2ccccc2Cl)C1 (stereo not given)	-11	15	3	-10	85	102	4	94
47	Cc1ccc(C)c(NC(=S)N2CCN(CCO)CC2)c1	2	-4	3	-2	93	103	-8	105
48	O=C(c1cnn2cccnc12)N1CCN(Cc2ccc3c(c2)OCO3)CC1	-6	1	0	-5	98	99	-8	95
49	CC1=C(C)C(=O)C(CCCCC#CCCCC#CCO)=C(C)C1=O	5	-2	11	3	92	88	-10	97
50	Cc1ccc(S(=O)(=O)N2CCC(C(=O)Nc3ccccc3N3CCCCC3)CC2)cc1	6	1	1	1	90	99	3	91
51	CC(=O)NCC(=O)OC(C(=O)c1ccccc1)c1ccc(Cl)cc1 (stereo not given)	-6	3	2	1	91	106	-6	96
52	Nc1ccc(Nc2ccc([N+](=O)[O-])cc2[N+](=O)[O-])cc1	2	4	4	-14	114	112	-9	103
53	CCc1cccc(CC)c1NC(=O)c1ccccc1	1	11	-2	-8	93	104	5	101
54	O=C(N/N=C/c1ccc(O)c(O)c1)c1cccc(S(=O)(=O)N2CCCC2)c1	-9	6	5	-20	95	94	-9	98
55	C/C(=N\NC(=O)c1ccc(CSc2nncn2C)cc1)c1ccc2ccccc2c1	-8	-4	6	-3	93	104	2	105
56	COc1ccc(CN(C)C(C)C(=O)Nc2cccc3ccccc23)cc1 (stereo not given)	-15	-2	11	0	104	99	2	100
57	COc1ccc(/C=N/NC(=S)Nc2c(C)n(C)n(-c3ccccc3)c2=O)cc1OC	13	2	0	-14	92	94	-4	96
58	Oc1c(Br)cc(Br)cc1CNc1ccccn1	12	13	-1	3	109	102	-2	100
59	COc1ccc(S(=O)(=O)N2CCCCCC2)cc1NC(=O)c1c2c(nc3ccccc13)CCN(Cc1ccccc1)C2	5	-2	2	18	101	105	-6	103
60	Cn1c(=O)cc(SCC(=O)N2CCN(c3ccccc3)CC2)c2ccccc21	-19	-14	30	-12	107	101	9	104

An excerpt from above in order of their number in AHR act, largest number first.
cpd | Compound | AHR act
41 | O=C1/C(=C/c2cccnc2)Sc2ccccc21 | 10
21 | COc1ccc2c(c1)c(C(C)=O)c(C)n2-c1ccccc1 | 4
38 | O=C(O)C1C2C=CC(O2)C1C(=O)NC1CCCc2ccccc21 (stereo not given) | 1

Following part.
#	Structure	EBNA-1 inhibitor	proCasp7 act	AHR act	ZTA DNA inh	LAP4 TOR yeast	MEP2 TOR yeast	proCasp3 act	RPL19A-GFP yeast
61	Cc1oc2cc3oc(=O)ccc3cc2c1C	9	-4	-1	0	117	143	-4	107
62	Cc1[nH]nc(-c2ccc(O)c(C)c2O)c1-c1cnn(-c2ccccc2)c1	-3	-3	1	-2	101	111	-4	98
63	Clc1ccc(OCCCN2CCc3ccccc3C2)c(Br)c1	7	4	6	3	99	108	5	106
64	CCCCNC(=O)N1CCN(Cc2cccc(F)c2)CC1	5	0	2	-9	92	104	5	102
65	COc1cc(-c2nc(Cc3ccccc3Cl)no2)cc(OC)c1OC	2	3	6	-10	114	100	-1	98
66	O=C(N/N=C/c1cccc(Oc2ccc([N+](=O)[O-])cc2[N+](=O)[O-])c1)c1cncc(Br)c1	-2	-5	4	-5	90	111	4	100
67	Cc1ccc(NC(=O)CN2C(=O)C(C)Oc3ccccc32)nc1 (stereo not given)	-13	6	1	7	105	99	-1	98
68	COc1cc(OC)c(/C=N/NC(=O)COc2cccc3cccnc23)c(OC)c1	-3	10	7	-12	102	99	-14	102
69	Cc1cccc(CC(=O)N2CCN(C(=O)c3ccco3)CC2)c1	-3	1	1	-5	104	105	4	100
70	COc1ccccc1NC(=S)N1CCC(C(=O)c2ccc(F)cc2)CC1	2	-5	-1	15	119	105	-11	95
71	O=C(/C=C/c1ccc(Cl)cc1)Nc1ccc(N2CCOCC2)cc1	11	8	-3	-13	102	101	-1	100
72	Cc1cccnc1NC(=O)Cn1nc(C)c([N+](=O)[O-])c1C	-3	-2	1	4	94	98	-11	98
73	C/C(=N\NC(=O)c1nnn(-c2nonc2N)c1CN(C)c1ccccc1)c1cccnc1	7	-10	16	8	100	103	-1	98
74	CC(C)CC(=O)Nc1nnc(SCC(=O)NC2CCCCC2)s1	0	0	0	-4	88	98	8	100
75	O=C(c1ccccc1F)N1CCN(c2ccc([N+](=O)[O-])c3ncccc23)CC1	11	-4	0	4	85	86	6	101
76	CCOC(=O)c1cnn(-c2ccccc2)c1-n1cccc1C(=O)C(=O)Nc1ccc(OC)cc1	0	-14	1	-3	92	92	-6	91
77	Cc1ccc(S(=O)(=O)CC(=O)Nc2nnc(C(C)(C)C)s2)cc1	-8	-1	1	-2	107	102	7	103
78	O=C(NCc1ccc(Cl)cc1)C(=O)N/N=C/c1ccc(Br)cc1	-1	5	3	2	108	103	10	103
79	Cc1cc(C)c2nc(SCC(=O)NC(=O)c3cccn3C)cc(C)c2c1	-4	-6	8	4	96	102	0	102

Not a hit list (roughly 3.8% active in at least one column).
